SENP8 block: blocks human SENP8 cleavage of Nedd8 substrate; Q96LD8; recombinant SENP8, Nedd8 substrate fluorescence; inhibition, % at 20 µM; actives 0.64% (n = 360,000); in the data active means inhibition mostly above about 40%, no sharp cut-off; inactive means mostly below about 27%
SENP6 inh: SENP6 protease inhibition | inhibition, % at 10 µM | Recombinant SENP6 catalytic domain, aminoluciferin luminescence | actives 1.8% (n = 330,000);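 active means inhibition above about 50% at the single tested dose, limit read from the data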;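 further: plate controls were DMSO wells with enzyme for no effect and DMSO wells lacking enzyme for full effect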
PfG6PD inh: PfG6PD (Plasmodium falciparum) enzyme inhibition | PfGluPho enzyme, NADPH resazurin-diaphorase fluorescence | inhibition, % at 20 µM | actives 0.78% (n = 350,000);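 active means inhibition reaching at least a set limit at 20 µM in the primary screen, cut at about 59% in these data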;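 further: 0% = DMSO wells with substrate and 100% = DMSO wells lacking glucose-6-phosphate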
hIAP activ: human IAP activation; activation factor at 10 µM; AID 2524; actives 0.16% (n = 330,000); P09923; purified human IAP, CDP-Star luminescence, 30 min; stronger effect = higher value; 1 = vehicle-only enzyme, 0 = enzyme-free background;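 active means activation factor of the enzyme at least 2-fold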; further: the source names both 10 and 20 µM as test concentration; values of inactives mirror those of a sister screen read the other way
Target sequence (P09923 whole entry, looked up): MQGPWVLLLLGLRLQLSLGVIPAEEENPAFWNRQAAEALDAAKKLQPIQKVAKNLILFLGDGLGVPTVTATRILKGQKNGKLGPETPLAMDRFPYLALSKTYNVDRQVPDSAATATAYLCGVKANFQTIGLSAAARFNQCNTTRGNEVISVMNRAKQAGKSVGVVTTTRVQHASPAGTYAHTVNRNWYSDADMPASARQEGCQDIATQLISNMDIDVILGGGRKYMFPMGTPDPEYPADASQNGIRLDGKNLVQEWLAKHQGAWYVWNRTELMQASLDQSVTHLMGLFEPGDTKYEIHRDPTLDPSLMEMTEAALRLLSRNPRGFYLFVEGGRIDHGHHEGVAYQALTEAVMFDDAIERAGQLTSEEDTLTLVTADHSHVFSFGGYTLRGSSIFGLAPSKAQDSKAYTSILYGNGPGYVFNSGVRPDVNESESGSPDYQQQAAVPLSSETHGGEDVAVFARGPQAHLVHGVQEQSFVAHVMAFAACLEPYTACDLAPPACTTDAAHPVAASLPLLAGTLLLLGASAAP
SENP1 inh: SENP1 (human) catalytic domain inhibition; Q9P0U3; recombinant SENP1 catalytic domain, CyPet-SUMO1-YPet FRET cleavage; inhibition, % at 10 µM; actives 0.21% (n = 360,000);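 active means inhibition at least 30% at 10 µM, raw YFP signal under a set limit, fluorescence ratio 0.5 to 1.5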;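 further: 0% = enzyme with DMSO and 100% = no enzyme wells; some results filed as inactive read as strong as hits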
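Assay system: hSENP1 catalytic domain, recombinant. Amount: SENP1 enzyme, 20 pM final. Schedule: 50 min reaction, RT, dark. Technique: FRET, CFP and YFP emission. Control set: no-enzyme wells low, DMSO-plus-enzyme wells high control.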
ATG4B inhibitor: ATG4B (human) cysteine protease inhibition; actives 0.51% (n = 340,000); inhibition, % at 8.33 µM; ATG4B cleavage of LC3-PLA2, NBD-HPC fluorescence, 1 h; Q9Y4P1; AID 504462; in the data active means inhibition above about 40%
Target sequence (Q9Y4P1 whole entry, looked up): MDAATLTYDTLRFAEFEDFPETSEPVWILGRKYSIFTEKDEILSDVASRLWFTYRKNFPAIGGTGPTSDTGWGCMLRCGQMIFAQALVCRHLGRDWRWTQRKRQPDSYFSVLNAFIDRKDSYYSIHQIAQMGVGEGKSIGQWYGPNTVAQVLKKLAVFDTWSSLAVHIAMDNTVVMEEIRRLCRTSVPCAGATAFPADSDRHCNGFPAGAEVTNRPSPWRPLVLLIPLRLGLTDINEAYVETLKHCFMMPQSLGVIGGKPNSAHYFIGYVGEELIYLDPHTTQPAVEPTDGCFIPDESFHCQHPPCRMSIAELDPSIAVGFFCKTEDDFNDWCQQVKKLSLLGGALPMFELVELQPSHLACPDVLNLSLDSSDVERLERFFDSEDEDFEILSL
MPTP inh: blocks calcium-induced mitochondrial swelling; isolated mouse mitochondria, Ca2+ swelling absorbance, 30 min; inhibition, % at 10 µM; actives 1.4% (n = 360,000);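 active means inhibition of 50% or more, scaled per plate between neutral and stimulator controls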;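 further: 0% = DMSO wells given calcium and 100% = 1 mM EGTA wells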
NR3A LBD binder: modulates the human NR3A ligand-binding domain; NR3A LBD differential scanning fluorimetry, Tm shift; 0% = protein alone, 100% = glycine-bound protein; Tm shift relative to glycine control, % at 25 µM; actives 2.5% (n = 340,000); AID 1259313;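 active means melting temperature shift of at least 10% of the positive control shift, at one fixed dose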
An asterisk follows results filed as active; . = not tested or not shown.

Order of results – SENP8 block, SENP6 inh, PfG6PD inh, hIAP activ, SENP1 inh, ATG4B inhibitor, MPTP inh, NR3A LBD binder
CNc1ccc(Br)cc(C(=O)/C=C/c2cccc(Cl)c2Cl)c1=O
→ 10.8, ., 47.9, ., -2.6, 14.9, 3.8, 4.8
COCCn1c(C)cc(C(=O)COC(=O)CNC(=O)c2ccco2)c1C
→ 10.9, -5.9, 13.7, 1.06, 0.8, 0.9, 0.0, 2.2
Cc1cc(C(=O)COC(=O)C2CC2)c(C)n1-c1ccc(F)cc1
→ 3.2, -4.7, 37.1, 0.963, -2.3, -2.7, 0.2, -2.7
Cc1ccccc1C(=O)c1cccn1CC(=O)N1CCCCC1
→ 9.2, -15.2, 4.9, 1.1, 1.2, -1.9, -0.4, 1.0
COc1ccc(NC(=O)c2nc[nH]c2C(=O)NCc2ccccc2)cc1
→ 4.9, 3.9, 15.8, 1.12, 0.0, -2.8, -1.2, -5.5
CCC(=O)Nc1sc(C(=O)Nc2ccccc2F)c(C)c1C(=O)OC
→ 9.4, 6.2, -12.8, 0.896, -2.7, 1.7, -0.1, -1.3
Clc1ccc(Oc2cnc3ccccc3n2)cc1
→ 8.4, 4.4, 20.4, 1.05, 2.6, -6.0, 1.0, 1.0
CCN1C(=O)N[C@@H](c2cccs2)C(C(=O)OC)=C1C
→ 14.4, -15.6, -9.2, 0.947, -0.8, -6.4, 0.4, -1.2
COc1ccccc1NC(=O)Cn1c(CCC(=O)O)ccc1-c1ccc(C)cc1
→ -96.0, -23.6, -2.4, 0.975, -6.7, -7.4, -0.3, -0.5
CCNC(=O)c1c(NC(=O)c2cc(-c3cc(C)ccc3O)n[nH]2)sc2c1CCCC2
→ -385.8, -428.8, 24.8, 0.936, -15.9, -4.9, 7.8, -1.5
CC1(C)CC(=O)C(C=NCCN2CCNC2=O)=C(O)C1
→ -2.2, -13.9, -9.6, 1.11, 0.0, -0.8, -0.3, 3.0
CCOc1ccc2nc(N(CCCN(C)C)C(=O)c3ccc(C(=O)c4ccccc4)cc3)sc2c1
→ 13.4, -13.3, 1.8, 1.14, 0.5, 4.0, 3.3, 0.9
CCC1CN(C(=O)N2CCC(C(=O)NCCc3ccccc3OC)CC2)c2ccccc2O1 (configuration not stated)
→ 8.5, 10.8, 5.8, 1.1, 1.0, 2.4, -0.8, -1.6
CCCC(=N)C1=C(O)CC(CC(C)SCC)CC1=O (configuration not stated)
→ 28.5, -17.0, -9.7, 1.03, -1.1, -3.2, -2.2, 0.2
Cc1ccc(C)c(Cn2c(=O)n(CCCC(=O)NCc3ccco3)c(=O)c3ccccc32)c1
→ 15.0, -8.5, 7.2, 0.903, 1.6, -3.2, -13.1, 2.2

Single records, as listed above.
Shown for COCCn1c(C)cc(C(=O)COC(=O)CNC(=O)c2ccco2)c1C → SENP8 block: 10.9; SENP6 inh: -5.9; PfG6PD inh: 13.7; hIAP activ: 1.06; SENP1 inh: 0.8; ATG4B inhibitor: 0.9; MPTP inh: 0.0; NR3A LBD binder: 2.2
Shown for CNc1ccc(Br)cc(C(=O)/C=C/c2cccc(Cl)c2Cl)c1=O → SENP8 block: 10.8; SENP6 inh: .; PfG6PD inh: 47.9; hIAP activ: .; SENP1 inh: -2.6; ATG4B inhibitor: 14.9; MPTP inh: 3.8; NR3A LBD binder: 4.8

Other compounds:
Order of results – SENP8 block, SENP6 inh, PfG6PD inh, hIAP activ, SENP1 inh, ATG4B inhibitor, MPTP inh, NR3A LBD binder
O=C(CNS(=O)(=O)c1ccc(Br)s1)NCc1ccc2c(c1)OCO2
→ 11.7, -10.6, -6.8, 1.28, 3.1, -9.5, -0.1, 8.0
O=C(Nc1ccncc1)C1c2ccccc2Oc2ccccc21
→ 7.1, -18.6, 0.7, 1.23, -0.6, -18.8, 3.0, -0.3
Cc1cccc(C(=O)NCCCn2ccnc2)c1C
→ 9.5, 19.0, -4.2, 1.02, -0.5, -2.1, -0.2, 0.6
O=C(NCc1ccco1)c1ccc2c(c1)C(=O)N(C1CCCCC1)C2=O
→ 27.9, 6.6, -14.2, 0.956, 2.8, 0.7, 1.1, 3.5
CCOC(=O)c1ccccc1NC(=O)COC(=O)CCNS(=O)(=O)c1ccc(C)c(C)c1
→ 6.9, -10.6, 14.2, 1, 2.1, -29.0, -2.0, -2.4
Cn1c(=O)n(C)c2cc(S(=O)(=O)Nc3ccccc3C(=O)O)ccc21
→ -7.3, 11.9, -14.9, 0.855, -0.6, -2.1, 0.6, 0.7
CC(C)(CNC(=O)COc1ccccc1Cc1ccccc1)N1CCOCC1
→ 5.5, -2.2, -7.5, 1.12, 1.4, 3.0, -0.6, -1.2
CC1(c2ccccc2)CC(C)(C)N2C(=O)C3(C(C#N)=C(N)Oc4cc(O)ccc43)c3cccc1c32 (configuration not stated)
→ 15.0, -37.9, 12.1, 1.04, -5.8, -18.4, -0.9, -0.1
COc1cc(NC(=O)c2ccccc2OCc2ccccc2)cc(OC)c1OC
→ 16.3, -1.6, 1.5, 0.91, -1.0, 7.9, 0.9, 0.2
CCCCCc1cc(=O)oc2c(C(CCN(CC)CC)c3ccc(N(C)C)cc3)c(OC)cc(OC)c12 (configuration not stated)
→ -67.0, -13.4, 4.6, 1.01, -0.7, 5.2, 6.9, 1.3
NC(=O)c1ccsc1NC(=O)COC(=O)CNC(=O)c1cccc([N+](=O)[O-])c1
→ 8.6, -18.8, 8.5, 1.04, 0.5, -4.8, -1.5, -0.8
COc1ccc(-c2cccc3c2NC(=O)C3=O)cc1OC
→ -88.3, -2.7, 2.9, 1.27, -1.4, 4.8, -0.5, -0.2
CC(=O)Nc1cc(NC(C)=O)cc(C(=O)OCC(=O)Nc2ccc(S(=O)(=O)NC3=NCCCCC3)cc2)c1
→ -6.9, -7.2, 10.6, 1.11, -3.2, -11.4, -2.2, 0.7
Nc1c(C(=O)NCc2ccco2)nnn1Cc1ccccc1
→ 26.5, -6.2, -15.1, 0.846, 0.5, -2.0, -0.4, -1.0
FC(F)(F)c1cnc(Sc2ncn[nH]2)c(Cl)c1
→ 9.3, 1.7, 4.9, 0.967, 3.0, 0.0, 0.2, -0.2

Rewritten with each value named: entries from further up.
Compound: CCCCCc1cc(=O)oc2c(C(CCN(CC)CC)c3ccc(N(C)C)cc3)c(OC)cc(OC)c12 (configuration not stated)
  SENP8 block: -67.0
  SENP6 inh: -13.4
  PfG6PD inh: 4.6
  hIAP activ: 1.01
  SENP1 inh: -0.7
  ATG4B inhibitor: 5.2
  MPTP inh: 6.9
  NR3A LBD binder: 1.3
Compound: NC(=O)c1ccsc1NC(=O)COC(=O)CNC(=O)c1cccc([N+](=O)[O-])c1
  SENP8 block: 8.6
  SENP6 inh: -18.8
  PfG6PD inh: 8.5
  hIAP activ: 1.04
  SENP1 inh: 0.5
  ATG4B inhibitor: -4.8
  MPTP inh: -1.5
  NR3A LBD binder: -0.8
Compound: COc1ccc(-c2cccc3c2NC(=O)C3=O)cc1OC
  SENP8 block: -88.3
  SENP6 inh: -2.7
  PfG6PD inh: 2.9
  hIAP activ: 1.27
  SENP1 inh: -1.4
  ATG4B inhibitor: 4.8
  MPTP inh: -0.5
  NR3A LBD binder: -0.2

(list continues)
Order of results – SENP8 block, SENP6 inh, PfG6PD inh, hIAP activ, SENP1 inh, ATG4B inhibitor, MPTP inh, NR3A LBD binder
O=C(Nc1cc([N+](=O)[O-])ccc1F)c1cccs1
→ 18.0, -11.8, -0.9, 1.06, 0.5, -9.2, 0.5, -6.8
O=C(CSc1n[nH]c(-c2ccccc2)n1)Nc1ccc(Br)cn1
→ 16.7, -22.3, -6.6, 1.09, -0.3, -6.2, 0.6, 6.9
COc1ccc(Nc2nc(N)nc(CSc3nc(C)cc(C)n3)n2)cc1
→ -0.6, -8.8, -13.5, 0.983, 0.7, 9.6, -1.7, -2.0
COc1cccc(-n2cc(-c3ccc(F)cc3)[nH]c2=S)c1
→ 12.0, 66.7*, 51.7, 1.2, 0.4, -4.9, -0.2, 0.9
O=C(c1ccncc1)N1CCN(c2ccc(F)cc2)CC1
→ 30.0, -6.5, -5.3, 0.841, -0.9, -9.7, -4.0, 0.3
O=C(COC(=O)CNC(=O)C1CCCCC1)Nc1ccc(F)c([N+](=O)[O-])c1
→ 8.4, -0.1, 6.0, 1.08, 0.0, 6.6, -0.3, -0.8
COC(=O)c1ccc(CSC2=NC[C@@H]3[C@@H]4C(=O)N(Cc5ccccc5)C(=O)[C@@H]4[C@](Cc4ccccc4)(C(=O)OC)N23)cc1
→ 7.4, ., 22.0, ., 0.2, -1.3, 0.2, 1.7
O=C(CSc1nncn1-c1ccccc1)NCc1cccs1
→ 11.9, -5.4, -18.3, 0.906, -0.8, -9.2, -7.7, -3.2
CCCCN(C(=O)c1ccco1)C1CCS(=O)(=O)C1 (configuration not stated)
→ 8.0, -5.7, 2.0, 0.856, 1.8, -3.0, -0.7, 5.3
O=C(Nc1cccc([N+](=O)[O-])c1)Nc1ccc(Cl)cn1
→ 15.6, 5.0, 16.2, 0.929, 0.3, -12.4, 2.6, 2.1
CCS(=O)(=O)c1ccc(C=NNc2nc3ccccc3o2)cc1
→ -220.0, ., 18.7, ., 4.5, -11.8, -0.4, -9.6
COc1ccc(-c2nnc(SC(C)C(=O)Nc3ccc4c(c3)OCCO4)o2)cc1 (configuration not stated)
→ -16.2, -17.5, 8.7, 1.07, 0.8, 1.6, 1.3, -27.8
O=C(COc1ccc(-c2ccccc2)cc1)N1CCN(S(=O)(=O)Cc2ccccc2)CC1
→ 9.9, -3.6, -4.3, 0.994, -0.3, 1.6, 14.0, -4.1
CCN1C(=O)[C@H]2[C@@H](c3ccc(SC4CCCCC4)c(OC)c3)N[C@@](Cc3ccccc3)(C(=O)OC)[C@H]2C1=O
→ -37.2, -2.3, 12.1, 1.08, 1.3, -12.4, -1.6, 15.5*
CC1CCC/C(=C\Nc2ccc(O)cc2)C1=O (configuration not stated)
→ 7.7, 13.8, 57.9, 0.829, -4.6, -2.0, 0.8, -0.9
COc1ccc(C(=O)N/C(=C\c2cc(OC)c(OC)cc2[N+](=O)[O-])C(=O)NCC(=O)O)cc1
→ -9.8, -34.5, 6.8, 1.01, 3.7, 11.7, -1.5, -1.2
O=C1COc2ccc(S(=O)(=O)N3CCN(c4ccccc4)CC3)cc2N1
→ 9.6, 0.9, -12.5, 1.24, -0.1, 1.3, -1.3, -1.2
COc1ccc(CNS(=O)(=O)c2ccc3c(c2)NC(=O)CS3)cc1
→ 4.2, 12.7, -0.9, 0.886, 2.2, -1.5, 0.9, 1.5

High-throughput results (PubChem BioAssay)
